RGS4 inhibitor: Inhibitors of Regulator of G Protein Signaling (RGS) 4: qHTS. AID 504845, 2011. actives 0.039% (n = 390,000). Regulator of G-protein signaling 4 (Homo sapiens), P49798. Transcreener GDP fluorescence polarization, RGS4-accelerated GTP hydrolysis. Potency, µM (doses to about 114 µM), for the others: at the top dose activity change, negative = inhibition, actives largely listed as inhibitors; further: on the % scale 0 is the no-effect control and ±100 the full control effect; nearly all actives have a fitted effect of over 75% in size; some results filed as inactive show a strong effect at the top dose
Target sequence (P49798 whole entry, looked up): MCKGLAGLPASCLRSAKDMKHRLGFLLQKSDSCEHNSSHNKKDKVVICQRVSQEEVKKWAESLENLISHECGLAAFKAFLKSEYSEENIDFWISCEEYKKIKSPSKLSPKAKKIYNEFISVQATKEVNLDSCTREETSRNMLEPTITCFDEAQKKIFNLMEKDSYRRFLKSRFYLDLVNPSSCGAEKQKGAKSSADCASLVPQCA
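MLSMR compounds (23 nl, pin-transferred) preincubated 10 min at room temperature with a 500nM (2x) first reagent, then RGS4 at 900nM (2x) plus Transcreener GDP mix added; fluorescence polarization (620/688 nm) read before and after 90 min at 30 °C.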
Vif-A3F inh: qHTS for Inhibitors of Vif-A3F Interactions: qHTS | HeLa A3F-eYFP + Vif (tagged APOBEC3F with the HIV-1 protein that degrades it), YFP fluorescence increase | Potency, µM (highest dose often 46.1 µM), without a hit: at the highest dose activity, negative = active | actives 0.2% (n = 390,000); further: % of control where 0% means no effect; nearly all actives have a fitted effect of over 65% in size
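HeLa cells stably expressing Vif plus C-terminally eYFP-tagged A3F were seeded, incubated overnight at 37 deg C, dosed with compound, incubated overnight again at 37 deg C. Yellow fluorescence (Ex 488/Em 500-530) reported blocked Vif-mediated A3F-eYFP degradation.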
ALOX12 inh: Primary qHTS assay for inhibitors of human arachidonate 12S-lipoxygenase (ALOX12): Round 2 | Polyunsaturated fatty acid lipoxygenase ALOX12 (Homo sapiens), P18054 | purified 12hLO, xylenol orange hydroperoxide absorbance | Potency, µM (doses to about 108 µM), inactives show top-dose activity change, negative = inhibition, usual class: inhibitors | actives 1.1% (n = 580,000); further: on the % scale 0 is the no-effect control and ±100 the full control effect
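Hydroperoxide product was detected by ferrous iron/xylenol orange as the 573 to 405 nm absorbance ratio. Arachidonic acid at 40 uM (final) was turned over for 30 min at room temperature by 150 nM human 12hLO, pH 7.0 Hepes buffer, after 15 min compound preincubation.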
USP1 inh: Inhibitors of USP1/UAF1: Primary Screen; Ubiquitin carboxyl-terminal hydrolase 1 (Homo sapiens), O94782; recombinant USP1/UAF1, Ub-Rhodamine cleavage fluorescence; Potency, µM (doses to about 57.1 µM), inactives show at the top dose activity change, negative = inhibition, actives largely listed as inhibitors; actives 0.23% (n = 390,000); further: on the % scale 0 is the no-effect control and ±100 the full control effect; nearly all actives have a fitted effect of over 60% in size; inactives centre near -12
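USP1/UAF1 complex (1 nM) preincubated 15 min at room temperature with compound, then Ub-Rho substrate (150 nM final) added. Kinetic fluorescence at 480/540 nm over 6 reads at 60 s intervals; 50 mM HEPES pH 7.8, 0.5 mM EDTA, 0.1 mg/ml BSA, 1 mM TCEP, 0.01% Tween-20.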
mIDH1 inhibitor: qHTS for Inhibitors of mutant isocitrate dehydrogenase 1 (IDH1): qHTS. Isocitrate dehydrogenase [NADP] cytoplasmic (Homo sapiens), O75874. IDH1-R132H enzyme, NADPH consumption, diaphorase/resazurin fluorescence. Potency, µM (doses to about 76.6 µM), for the others: at the top dose activity change, negative = inhibition, hits mostly inhibitors. actives 0.093% (n = 390,000); further: on the % scale 0 is the no-effect control and ±100 the full control effect; nearly all actives have a fitted effect of over 65% in size
Target sequence (O75874 whole entry R132H, stated change not applied): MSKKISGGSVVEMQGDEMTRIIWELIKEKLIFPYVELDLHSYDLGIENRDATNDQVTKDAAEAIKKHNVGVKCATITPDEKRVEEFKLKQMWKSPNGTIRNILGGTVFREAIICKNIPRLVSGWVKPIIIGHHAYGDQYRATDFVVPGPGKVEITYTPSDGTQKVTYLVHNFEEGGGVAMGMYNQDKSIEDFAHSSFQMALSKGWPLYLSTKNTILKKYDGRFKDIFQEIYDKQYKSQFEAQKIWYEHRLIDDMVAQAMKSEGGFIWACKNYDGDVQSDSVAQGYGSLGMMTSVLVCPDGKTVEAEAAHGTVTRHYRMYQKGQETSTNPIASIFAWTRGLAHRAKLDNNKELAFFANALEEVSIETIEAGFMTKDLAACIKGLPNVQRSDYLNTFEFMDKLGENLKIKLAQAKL
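IDH1-R132H (0.5 ug/mL) preincubated 30 min with compound, then NADPH (0.016 mM) and alpha-KG (2 mM) added; 80 min at RT, pH 7.5. Remaining NADPH coupled via diaphorase/resazurin to fluorescence (540/590 nm); concentration-response curves normalized to no-enzyme control.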
TrxR1 substrate: qHTS Assay for Substrates of Mammalian Selenoprotein Thioredoxin Reductase 1 (TrxR1): qHTS. Potency, µM (highest dose often 114 µM), for the others: at the top dose activity change, negative = substrate turnover. actives 0.01% (n = 390,000). Thioredoxin reductase 1, cytoplasmic (Rattus norvegicus), O89049. purified TrxR1 substrate turnover, NADPH consumption readout; further: on the % scale 0 is the no-effect control and ±100 the full control effect; nearly all actives have a fitted effect of over 50% in size
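Rat TrxR1, dispensed at 90 nM, was prereduced with 400 uM NADPH (final) for 5 min at ~22 deg C, then incubated with compound 15 min before 400 uM selenite. A first-read NADPH fluorescence drop versus no-compound background flagged substrates.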
Vif-A3G inh: qHTS for Inhibitors of Vif-A3G Interactions: qHTS | HeLa A3G-eYFP + Vif (tagged APOBEC3G with the HIV-1 protein that degrades it), YFP fluorescence, overnight | actives 0.076% (n = 410,000) | DNA dC->dU-editing enzyme APOBEC-3G (Homo sapiens), Q9HC16 | AID 602310, 2012 | Potency, µM (doses to about 46.1 µM), without a hit: at the top dose activity, negative = active, most hits filed as inhibitors;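 further: on the % scale 0 is the no-effect control and ±100 the full control effect; nearly all actives have a fitted effect of over 60% in size; hits raise eYFP signal because A3G escapes Vif-driven loss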
Target sequence (Q9HC16 whole entry, looked up): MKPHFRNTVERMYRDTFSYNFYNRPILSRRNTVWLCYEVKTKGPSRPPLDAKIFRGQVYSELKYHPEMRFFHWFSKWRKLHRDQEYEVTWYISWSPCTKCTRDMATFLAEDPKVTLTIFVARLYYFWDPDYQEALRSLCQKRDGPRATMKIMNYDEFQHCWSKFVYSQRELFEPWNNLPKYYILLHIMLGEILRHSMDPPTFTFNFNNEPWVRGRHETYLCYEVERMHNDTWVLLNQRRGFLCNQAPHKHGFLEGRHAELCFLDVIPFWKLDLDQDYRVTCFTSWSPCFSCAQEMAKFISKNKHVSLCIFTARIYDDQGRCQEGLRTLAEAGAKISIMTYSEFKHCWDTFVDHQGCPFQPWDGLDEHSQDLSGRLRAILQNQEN
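Read-out is eYFP fluorescence (Ex 488/Em 500-530) from Vif-expressing HeLa A3G-eYFP cells; more signal means A3G escaped Vif-mediated degradation. Cells plated overnight, compound pinned in, incubated overnight at 37 deg C.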
RXFP1 ag: qHTS Assay for Agonists of the Relaxin Receptor RXFP1; Relaxin receptor 1 (Homo sapiens), Q9HBX9; HEK293T-RXFP1 cAMP TR-FRET, 30 min; response scale: percent of porcine relaxin response, buffer zero; Potency, µM (highest dose often 57.5 µM), without a hit: at the highest dose activation, actives largely listed as activators; actives 0.3% (n = 370,000); AID 2676, 2010; further: on the % scale 0 is the no-effect control and ±100 the full control effect; nearly all actives have a fitted effect of over 60% in size; many of its hits are not listed in these tables
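cAMP rise read by TR-FRET after 30 min, 37C compound exposure (up to 58 uM) in RXFP1-transfected HEK293 cells with Ro 20174 present. EC50 from Hill-equation fits, with 29 nM porcine relaxin as 100% and buffer as basal.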
TrxR1 inh: qHTS Assay for Inhibitors of Mammalian Selenoprotein Thioredoxin Reductase 1 (TrxR1): qHTS; Thioredoxin reductase 1, cytoplasmic (Rattus norvegicus), O89049; recombinant rTrxR1, NADPH fluorescence consumption, selenite substrate; Potency, µM (top dose mostly 114 µM), for inactives: at the top dose activity change, negative = inhibition, hits mostly inhibitors; actives 1% (n = 390,000); AID 588453, 2011; further: on the % scale 0 is the no-effect control and ±100 the full control effect; nearly all actives have a fitted effect of over 65% in size
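Rat TrxR1 (90 nM in the dispensed reagent) was pre-reduced with 400 uM NADPH for 5 min at room temperature, then incubated with compound for 15 min. After 400 uM selenite was added, NADPH fluorescence (Ex 340/Em 450 nm) was followed for 8 min.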
* marks the source's active call; other numbers are inactive results; ? = inconclusive; / = no result given; & = joins results of further samples; [ ] = dose if it differs, or a comment. The call rests on the fitted dose curve; in most records, active means well fitted curve in the direction sought with a large enough effect; inconclusive means small, poorly fitted or top-dose-only effect, or another doubt; inactive means no such curve, though single readings can be large; an effect the other way counts as inactive or inconclusive. Potency means the concentration at half of the fitted maximal effect.

no. | Structure | RGS4 inhibitor | RXFP1 ag | TrxR1 inh | mIDH1 inhibitor | ALOX12 inh | Vif-A3G inh | TrxR1 substrate | Vif-A3F inh | USP1 inh
1 | NC(N)=NS(=O)(=O)c1ccc(NC(=S)NC(=O)/C=C/c2ccccc2)cc1 | 9% | 4.2% | 34% | 3% | -2% | 5% | 5% | 0% | -16%
2 | CC(=O)c1ccc(N2CCN(C(=O)c3cc(C)on3)CC2)cc1 | 0% | 0.8% | 0% | 2% | 7% | -5% | -4% | 4% | -8%
3 | COC(=O)CSc1nc(N)c(NC(=O)c2ccc(OC)c(OC)c2)c(=O)[nH]1 | -1% | 1.1% | 3%[57.1 µM] | -2% | -14% | -3% | 6%[57.1 µM] | 3% | -29%
4 | Cc1cc(OCC(=O)OCC(=O)N2CCc3ccccc32)ccc1Cl | -22% | 0.2% | 19% | 2% | 0% | -2% | 0% | 0% | -20%
5 | CCC(C)NC(=O)CSc1nc2cc3c(cc2c(=O)n1Cc1ccco1)OCO3 (stereo not given) | -13% | 0.3% | 15%[57.1 µM] | 5% | 2% | 0% | 5%[57.1 µM] | 4% | -12%
6 | COc1ccc([C@H]2CC(=O)C=C(c3ccc(OC)nc3)C2)cc1 | -6% | 1.4% | 8% | 5% | -1% | -4% | -4% | -3% | -7%
7 | Cn1c(=O)c(=O)n(C)c2cc(N3CCOCC3)c(NS(=O)(=O)c3ccc([N+](=O)[O-])cc3)cc21 | -26%[56.9 µM] | 12% | 13%[57.1 µM] | -7% | ? | -1% | 5%[57.1 µM] | 1% | -24%
8 | CCOC(=O)CC(=O)CSc1nc2c(cc1C#N)CCCCCC2 | -34% | 1.2% | -29% | 10% | -4% | 1% | 43%[activator] | -4% | -16%
9 | COCC(=O)Nc1nnc(SCC(=O)NCc2cccs2)s1 | 3% | 2.7% | -2% | 8% | -7% | 1% | -2% | 0% | -17%
10 | CCCCCNc1nc2sc3c(c2c(=O)n1-c1cccc(Cl)c1)CCN(C)C3 | 13% | 1.4% | -3%[57.1 µM] | 2% | 197%[activator] | 0% | 15%[57.1 µM] | -11% | -7%
11 | Cc1nn2c(-c3ccncc3)ccnc2c1Br | 14% | 8.6% | 5% | 26% | -10% | -3% | 0% | 5% | -10%
12 | Cc1ccccc1C1CC(c2cccs2)=NN1S(C)(=O)=O (stereo not given) | 19% | 1.3% | -11% | -13% | 0% | -7% | -12% | 18µM* | -3%
13 | O=C1CS(=O)(=O)C2(C(=O)N(Cc3ccccc3Cl)c3ccccc32)N1c1ccc(F)cc1 (stereo not given) | -6% | 0.6% | 20% | 20% | -15% | 3% | -5% | 5% | -15%
14 | COc1ccc(NC(=O)CSC2=Nc3ccccc3C3=NC(CC(=O)NCc4ccc5c(c4)OCO5)C(=O)N23)cc1 (stereo not given) | 9% | -1.1% | 7%[57.1 µM] | -2% | ? | -4% | 0%[57.1 µM] | -13% | -19%
15 | COc1ccccc1N(CC(=O)NC1CCCC1)S(=O)(=O)c1ccc(C)cc1 | 16% | 0.2% | 17% | 5% | 10% | 5% | 3% | -4% | -14%
16 | Cc1occc1C(=O)Nc1cccc(C(=O)NCc2ccccc2)c1 | -9% | -0.5% | -9%[57.1 µM] | -2% | 0% | 1% | 3%[57.1 µM] | -5% | -14%
17 | O=C(NC(C(=O)O)c1ccccc1)c1ccc(S(=O)(=O)N2CCOCC2)cc1 (stereo not given) | 5% | 0.3% | 11% | 0% | 25% | -1% | 3% | -5% | -13%
18 | Cc1ncoc1C(=O)Nc1ccc2c(c1)OCCO2 | 11% | 0.9% | -5% | -1% | -5% | 0% | -9% | -4% | 9%
19 | Cc1sc(N2C(=O)C3C4C=CC(C4)C3C2=O)c(C#N)c1C (stereo not given) | -14% | 0.4% | -8% | 1% | -14% | -9% | -6% | -6% | -19%
20 | COc1cc(C=C(c2nc3ccccc3s2)c2nc3ccccc3s2)cc(OC)c1O | -45% | 2.2% | -9% | 6% | ? | ? | -7% | -21% | -22%

Next part.
no. | Structure | RGS4 inhibitor | RXFP1 ag | TrxR1 inh | mIDH1 inhibitor | ALOX12 inh | Vif-A3G inh | TrxR1 substrate | Vif-A3F inh | USP1 inh
21 | Cc1ccc(Cl)cc1NC(=O)Cn1cccc1 | 4% | 1.6% | 9% | 0% | -14% | 1% | 7% | -4% | -6%
22 | CN(C)CC(=O)c1c[nH]c2ccccc12 | 19% | -0.9% | ? | 1% | -8% | 0%&-87% | -6%&6% | -4% | -11%
23 | CC(=O)NCCn1c(SCC(=O)NCCc2ccc(S(N)(=O)=O)cc2)nc2ccccc2c1=O | -18% | 5.1% | -8% | 7% | -9% | -3% | -1% | -6% | -23%
24 | CCc1nn(CCCC(=O)Nc2ccc(C)cc2C)c(=O)c2cc3occc3n12 | 12% | 1.1% | -8% | -6% | -21% | -7% | 1% | 3% | ?
25 | COc1ccc(-c2nc(CNS(=O)(=O)c3ccc(OC)c(OC)c3)cs2)cc1 | 1% | 0.0% | 2%[57.1 µM] | 0% | -2% | 4% | 9%[57.1 µM] | -3% | -16%
26 | Cc1ccc(N2C(=O)CCC(C(=O)O)C2c2cccs2)cc1 (stereo not given) | 23% | 0.9% | 15% | 1% | 7% | 0% | 0% | -18% | 4%
27 | O=C(C1CCCN1S(=O)(=O)c1cccc2nsnc12)N1CCCCC1 (stereo not given) | 31% | 2.4% | 6% | -1% | -1% | 3% | 1% | 1% | -11%
28 | CCN(CC)c1ccc(NC(=O)C2CCCN(S(=O)(=O)c3ccc4c(c3)oc(=O)n4C)C2)c(C)c1 (stereo not given) | 18% | -0.4% | 15% | 4% | 0% | 1% | -4% | -6% | -7%
29 | CCCc1nnc(NC(=O)C(CC)OC(=O)c2cc(C)nc3ccccc23)s1 (stereo not given) | -31% | -2.0% | 6% | 8% | 0% | 1% | -3% | -1% | -20%
30 | O=S(=O)(NC1CCCCCCC1)c1cccs1 | 19% | -0.6% | -4%[57.1 µM] | -2% | ? | 1% | 9%[57.1 µM] | -4% | -7%
31 | CC(=O)c1cccc(NC(=S)NCCC2=CCCCC2)c1 | -24% | -0.1% | -21% | 5% | ? | 5% | -2% | 2% | -8%
32 | CCCCCC1CCC(C(=O)NNC(=S)NCC)CC1 (stereo not given) | -20% | 1.6% | 22% | 6% | -10% | 1% | 8% | 8% | -13%
33 | Cn1c(Oc2ccc(Cl)cc2)c(C=O)c2ccccc21 | 9% | -0.4% | 7% | 6% | 0% | 2% | -6% | -10% | -9%
34 | Cc1nc(CSc2ccc(Cl)cc2)cc(NCc2ccccc2)n1 | -16%[11.4 µM] | 0.4% | 7%[57.1 µM] | 0% | -25% | -1% | -6% | -1% | -24%
35 | Cc1[nH]c(=O)[nH]c(=O)c1C=CC(=O)NC(CO)CS(=O)Cc1ccccc1 (stereo not given) | / | / | / | -10% | 5% | 3% | / | 0% | -6%
36 | CCCc1nnc(NC(=O)C2CC(=O)N(C3CCCC3)C2)s1 (stereo not given) | ? | 3.1% | 31% | 8% | ? | 1% | 10% | 4% | -11%
37 | COc1ccccc1Nc1c2c(nc3ccc(NC(=O)c4ccc(N(C)C)cc4)cc13)CCCC2 | -27% | 3.5% | 14% | 1% | -48% | ? | -2% | -29% | -24%
38 | CN1CCCC1CCNS(=O)(=O)c1ccc(Br)cc1 (stereo not given) | -12% | 0.4% | 16%[57.1 µM] | 2% | 102%[activator] | 0% | 15%[57.1 µM] | 2% | -28%
39 | O=C(C1CC(c2ccc(F)cc2)=NO1)N1CCN(c2ccccc2)CC1 (stereo not given) | 9% | 1.4% | 16%[57.1 µM] | 4% | 20% | 2% | 5%[57.1 µM] | 11% | -13%

Looked up by compound from above, 3 records:
no. | Structure | RGS4 inhibitor | RXFP1 ag | TrxR1 inh | mIDH1 inhibitor | ALOX12 inh | Vif-A3G inh | TrxR1 substrate | Vif-A3F inh | USP1 inh
39 | O=C(C1CC(c2ccc(F)cc2)=NO1)N1CCN(c2ccccc2)CC1 (stereo not given) | 9% | 1.4% | 16%[57.1 µM] | 4% | 20% | 2% | 5%[57.1 µM] | 11% | -13%
21 | Cc1ccc(Cl)cc1NC(=O)Cn1cccc1 | 4% | 1.6% | 9% | 0% | -14% | 1% | 7% | -4% | -6%
25 | COc1ccc(-c2nc(CNS(=O)(=O)c3ccc(OC)c(OC)c3)cs2)cc1 | 1% | 0.0% | 2%[57.1 µM] | 0% | -2% | 4% | 9%[57.1 µM] | -3% | -16%

Screens (PubChem BioAssay)

Some of the compounds tested; rates above refer to the full screens.
